# Screening data as filed in PubChem BioAssay.
# PhoP GFP inhibition – PhoP regulon inhibitors, Salmonella typhi PhoP promoter GFP reporter, confirmatory (AID 1850); Salmonella Typhi PhoP-promoter GFP reporter, fluorescence, 4 h; higher % means a stronger effect; one-dose inhibition, % at 50 µM; IC50 in µM for titrated hits; 0.33% of 310,000 active; in the data active = a potency from the dose series; inconclusive = inhibition mostly from about 25% at the one dose, without a potency; inactive = the rest, 99 in 100 with inhibition below about 19%;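 note: 0% = induced wells with vehicle and 100% = uninduced wells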
# VEEV TC-83 Vero – inhibitors of VEEV TC-83 cytopathic effect, confirmation, Vero cells (AID 588727); 0.13% of 350,000 active; one-dose inhibition, % at 20 µM; IC50 in µM for titrated hits; Vero cells, VEEV TC-83 cytopathic effect inhibition; higher % means a stronger effect; in the data active = a potency from the dose series; inconclusive = inhibition mostly from about 14% at the one dose, without a potency; inactive = the rest, 99 in 100 with inhibition below about 12%; note: strong numbers were not always called active
# M. tuberculosis – growth inhibition of non-replicating M. tuberculosis (AID 488890). Mycobacterium tuberculosis non-replicating, growth inhibition; higher % means a stronger effect. inhibition, % at 25 µM; hits with a dose series show IC50 in µM. 0.39% of 320,000 active; in the data active = a potency from the dose series; inconclusive = inhibition mostly from about 82% at the one dose, without a potency; inactive = the rest, 99 in 100 with inhibition below about 76%;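 note: plate controls were DMSO cells for no effect and high antibiotic wells for full effect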
# M. tuberculosis HTS – M. tuberculosis growth inhibition, HTS (AID 449762); M. tuberculosis H37Rv growth inhibition, 7H9 media; higher % means a stronger effect; inhibition, % at 25 µM, or IC50 in µM where a hit was titrated; 0.59% of 330,000 active; in the data active = a potency from the dose series; inconclusive = inhibition above about 70% without an active follow-up result;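 note: bacterial growth assessed after seven days of incubation; strong numbers were not always called active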
# influenza NS1A – H1N1 influenza NS1A inhibitors, functional cell based assay (AID 504329); inhibition, % at 12.5 µM, or IC50 in µM where a hit was titrated; 0.3% of 340,000 active; NS1A functional cell-based assay, percent inhibition; higher % means a stronger effect; in the data active = a potency from the dose series; inconclusive = inhibition above about 27% without an active follow-up result; note: strong numbers were not always called active
# VEEV TC-83 Vero 10K pilot screen – further read-out of VEEV TC-83 Vero, marked with its call; inhibition, %; measured here: 10K pilot screen inhibition
# Active calls of the source: *; i = inactive; u = inconclusive; x = no result given. No enrichment for hits, and some 1.5% of all compounds hit somewhere here.
SMILES,PhoP GFP inhibition,VEEV TC-83 Vero,M. tuberculosis,M. tuberculosis HTS,influenza NS1A,others
O=c1c2c(-c3ccccc3)csc2ncn1/N=C/c1ccc(O)c([N+](=O)[O-])c1,6%,1.4%,79%,14µM*,12%,
O=C(CN(Cc1ccccc1)C(=O)CNS(=O)(=O)c1ccccc1)NCc1ccco1,13%,i,1%,-1%,-7%,
Fc1ccccc1NC(=S)N1CCOCC1,6%,i,-6%,-4%,16%,
COc1ccc(OC)c(NC(=O)CCCN2C(=S)NC(C)(C)CC2C)c1 (stereo not drawn),-7%,0.8%,6%,-10%,3%,
CCn1cc(C(c2ccccc2)C(C(C)=O)[N+](=O)[O-])c2ccccc21 (stereo not drawn),8%,0.9%,1%,4%,-2%,
COc1ccc(-c2csc(Nc3cccnc3)n2)cc1,-8%,1.7%,10%,4%,-5%,
OCC1(Cc2ccccc2)CCN(Cc2ccccn2)CC1,-2%,2.8%,4%,-4%,-6%,
CCOC(=O)c1ccc2c(c1)nc(-c1ccccn1)n2CC,-23%,1.6%,10%,6%,7%,
CC(=NCCCN1CCOCC1)c1c(O)n(Cc2ccccc2)c(=O)[nH]c1=O,2%,8.6%,2%,-1%,4%,
Cc1ccc(Cn2ncc3c(NCCCN(C)C)ncnc32)cc1,6%,0.2%,-2%,-3%,-6%,
Cc1cc(=O)n2nc(N3CCC(C(=O)NCc4cccc(Cl)c4)CC3)sc2n1,1%,1.0%,16%,-1%,12%,
CC1(C)CC(=O)c2c(nn(-c3ccccc3)c2N)C1,-6%,i,-4%,6%,5%,
CCCCC(=O)Nc1ccc2c(c1)nc(CCN1CCOCC1)n2C,-3%,0.1%,62%,16%,5%,VEEV TC-83 Vero 10K pilot screen=0.0
CSc1cccc(NC(=S)N(CCCN2CCCC2)Cc2cccn2Cc2ccc(Cl)cc2)c1,19%,i,u,u,8%,
Oc1ccc(CNc2ccccc2)c2cccnc12,-1%,i,-2%,-4%,11%,
O=c1[nH]c(=O)n(Cc2ccc(F)cc2)c(O)c1C=NCCN1CCCCC1,-16%,1.0%,19%,9%,-6%,
CSCCOC(=O)C1=C(C)NC(=O)CC1c1ccccc1Cl (stereo not drawn),-2%,1.9%,-9%,14%,4%,
O=C(c1ccco1)N1N=C(c2cccs2)CC1c1ccc(F)cc1 (stereo not drawn),5%,1.0%,17%,-5%,-3%,
COC(=O)c1ccc(-n2cnc(Cl)n2)c(F)c1,-1%,i,x,x,19%,
Cc1ccc(C)c(N2CCN(C(=O)c3ccc4nc(N5CCOCC5)sc4c3)CC2)c1,-28%,4.0%,35%,38µM*,4%,
Cc1nc2cc3c(cc2s1)OCO3,4%,i,-4%,-1%,0%,
CC1CCN(C(=O)CSc2nnc(CNC(=O)c3ccc(F)cc3)o2)CC1,-5%,i,-4%,-12%,-10%,
CCSc1ccc(C(=O)NCC(=O)O)cc1,13%,i,-4%,-2%,-1%,
COCCN=C1N[C@@H](c2cccc(C(F)(F)F)c2)C(C(=O)OC)=C(C)N1Cc1ccccc1,0%,i,63%,20%,3%,VEEV TC-83 Vero 10K pilot screen=0.9
O=C(COC(=O)Cc1cccs1)Nc1ccc(OC(F)(F)F)cc1,1%,1.0%,59%,3%,-6%,
Cc1cc(C(=O)NCc2cccs2)cs1,-3%,i,69%,1%,5%,
COCCNC(=O)CSc1n[nH]c(=O)n1CCc1ccccc1,-25%,0.1%,-14%,9%,-2%,
CCCC(c1nnnn1C(C)(C)CC)N(Cc1ccco1)Cc1cc2ccc(OC)cc2[nH]c1=O (stereo not drawn),x,5.7%,x,x,-5%,
CN(C)/C=C(/C#N)C(=O)c1cccc(Oc2ccc(C(C)(C)C)cc2)c1,6%,5.9%,8%,2%,2%,
COc1ccc(/C=c2\s/c(=C\C(=O)C(C)(C)C)[nH]c2=O)cc1O,6%,13%,50%,u,-25%,

# An excerpt from above in order of heavy-atom count, low to high.
SMILES,PhoP GFP inhibition,VEEV TC-83 Vero,M. tuberculosis,M. tuberculosis HTS,influenza NS1A,others
Cc1nc2cc3c(cc2s1)OCO3,4%,i,-4%,-1%,0%,
Cc1cc(C(=O)NCc2cccs2)cs1,-3%,i,69%,1%,5%,
CCSc1ccc(C(=O)NCC(=O)O)cc1,13%,i,-4%,-2%,-1%,
COC(=O)c1ccc(-n2cnc(Cl)n2)c(F)c1,-1%,i,x,x,19%,
CC1(C)CC(=O)c2c(nn(-c3ccccc3)c2N)C1,-6%,i,-4%,6%,5%,
CSCCOC(=O)C1=C(C)NC(=O)CC1c1ccccc1Cl (stereo not drawn),-2%,1.9%,-9%,14%,4%,
COCCNC(=O)CSc1n[nH]c(=O)n1CCc1ccccc1,-25%,0.1%,-14%,9%,-2%,
O=C(c1ccco1)N1N=C(c2cccs2)CC1c1ccc(F)cc1 (stereo not drawn),5%,1.0%,17%,-5%,-3%,
CCCCC(=O)Nc1ccc2c(c1)nc(CCN1CCOCC1)n2C,-3%,0.1%,62%,16%,5%,VEEV TC-83 Vero 10K pilot screen=0.0
CN(C)/C=C(/C#N)C(=O)c1cccc(Oc2ccc(C(C)(C)C)cc2)c1,6%,5.9%,8%,2%,2%,
O=c1[nH]c(=O)n(Cc2ccc(F)cc2)c(O)c1C=NCCN1CCCCC1,-16%,1.0%,19%,9%,-6%,
Cc1ccc(C)c(N2CCN(C(=O)c3ccc4nc(N5CCOCC5)sc4c3)CC2)c1,-28%,4.0%,35%,38µM*,4%,
COCCN=C1N[C@@H](c2cccc(C(F)(F)F)c2)C(C(=O)OC)=C(C)N1Cc1ccccc1,0%,i,63%,20%,3%,VEEV TC-83 Vero 10K pilot screen=0.9
CSc1cccc(NC(=S)N(CCCN2CCCC2)Cc2cccn2Cc2ccc(Cl)cc2)c1,19%,i,u,u,8%,
CCCC(c1nnnn1C(C)(C)CC)N(Cc1ccco1)Cc1cc2ccc(OC)cc2[nH]c1=O (stereo not drawn),x,5.7%,x,x,-5%,

# (further entries)
SMILES,PhoP GFP inhibition,VEEV TC-83 Vero,M. tuberculosis,M. tuberculosis HTS,influenza NS1A,others
O=C1COc2ccc(C(=O)COC(=O)CCOc3ccccc3)cc2N1,x,i,26%,10%,-5%,
Cc1ccc(NC(=O)c2nnn(-c3cc(C)cc(C)c3)c2N)cc1,-11%,7.5%,27%,64%,-2%,
O=C(Nc1cccn2ncnc12)c1ccc(Cl)cc1,-3%,1.3%,-2%,-8%,-18%,
COCCCNC(=O)c1c(NC(=O)c2ccccc2)n(Cc2ccccc2)c2nc3ccccc3nc12,9%,3.0%,23%,2%,-4%,
COC(=O)c1ccc(N2CCN(C(=O)C3CC3)CC2)c([N+](=O)[O-])c1,-8%,i,4%,-5%,-26%,
N#C/C(=C\c1cc([N+](=O)[O-])ccc1Cl)C(N)=O,1%,0.3%,23%,-7%,2%,
COc1ccc(CNc2ncc(-c3ccc(Br)cc3)n2C)cc1OC,x,1.0%,x,x,1%,
Cc1ccccc1CSc1nnc(-c2cccs2)n1Cc1ccco1,-2%,0.5%,26%,9%,-3%,
COCCN(Cc1cn(C)nc1-c1ccccc1F)C(C)C,-8%,i,7%,-1%,6%,
Cc1ccc2c(Cl)cc(Cl)c(OCC(=O)NC(=O)NCc3ccco3)c2n1,0%,2.3%,-2%,-3%,7%,
O=C(COC(=O)C1CCN(c2ccc(C(F)(F)F)cn2)CC1)NCc1cccc(Cl)c1,x,3.0%,x,x,-19%,
CC(NCCN(C)C)C(=O)C12CC3CC(CC(C3)C1)C2 (stereo not drawn),-7%,1.5%,3%,-6%,-5%,
Cn1cc(CCC(=O)NCc2ccc3c(c2)OCO3)c2ccccc21,5%,1.9%,x,x,9%,
CCOC(=O)c1cn(CC)c2cc(N3CCSCC3)c(F)cc2c1=O,4%,i,33%,-8%,2%,
O=C(N/N=C/c1ccoc1)c1ccc(Cl)cc1Cl,-11%,3.9%,11%,-10%,-7%,
Cc1ccc(-c2csc3ncnc(N4CCN(C(=O)c5ccccc5)CC4)c23)cc1,-2%,9.3%,39%,28%,9%,
Fc1cc2ncn(Cc3ccccc3)c2cc1F,-1%,i,33%,2%,-2%,
COC(=O)[C@H](Cc1c[nH]c2ccccc12)NC(=O)NCc1ccccc1,-15%,i,-15%,-5%,5%,
Cc1nc2scc(C)n2c(=O)c1S(=O)(=O)N1CCN(c2ccc([N+](=O)[O-])cc2)CC1,-9%,0.3%,-6%,8%,-7%,
O=S(=O)(CCN(CCS(=O)(=O)C(F)(F)F)CC1CCCO1)C(F)(F)F (stereo not drawn),8%,i,23%,60%,-3%,
COc1cc(-c2cc(-c3ccc(N)cc3)[nH]c(=O)c2C#N)cc(OC)c1OC,-9%,0.8%,3%,5%,-7%,
O=C(c1cc(-c2cccc(Cl)c2)on1)N1CCN(c2ccccc2)CC1,13%,4.3%,9%,5%,8%,
Cc1ccc2c(NC(=O)c3ccco3)cccc2n1,-5%,0.5%,-9%,-8%,3%,
CC(C)c1cccc(C(C)C)c1NC(=O)CN1C(=O)NC2(CCCC2)C1=O,11%,i,-9%,-2%,-2%,
N#CCCN1CCN(S(=O)(=O)c2ccc3c(c2)OCCCO3)CC1,-7%,0.6%,2%,5%,-10%,
CCSc1nnc(NC(=O)CCC2CCCCC2)s1,-4%,i,1%,4%,3%,
CCNC(=O)NC(=O)C(C)Sc1nc2ccccc2c(=O)n1-c1cccnc1 (stereo not drawn),4%,1.7%,-7%,6%,-8%,
O=C(COC(=O)C1CC1)Nc1ccc(N=Nc2ccccc2)cc1,6%,4.1%,35%,-4%,-4%,
CCOC(=O)C1CCN(C(=O)Cn2cc3c(n2)CCC(C)C3)CC1 (stereo not drawn),-14%,2.0%,-24%,-2%,-4%,
CCc1ccc(N(CC(=O)NC(C)C)C(=O)CCC(=O)Nc2nccs2)cc1,-21%,0.8%,-14%,4%,-21%,
Cc1cc(S(=O)(=O)NCCN2CCOCC2)c(C)s1,-9%,2.9%,16%,1%,-8%,
Cc1cccc(NC(=O)Cn2nc(-c3cccs3)ccc2=O)c1C,5%,i,-23%,1%,-7%,
Cc1ccc(N=C(NO)c2cnccc2C(F)(F)F)c(C)c1,9%,1.9%,0%,4%,-2%,
CCN(CC)S(=O)(=O)c1ccc(NS(=O)(=O)c2ccc(C)c(C)c2)cc1,5%,2.6%,8%,-4%,-5%,
Cc1ccccc1OCC(=O)Nc1ccc(S(=O)(=O)N2CCCC2)cc1,8%,7.2%,0%,2%,-17%,
O=C(NCc1ccccc1Cl)C1CCN(S(=O)(=O)N2CCCC2)CC1,13%,1.7%,1%,1%,3%,
O/N=C(/CN(O)/C=C1/C=CC=N1)c1cccs1,-6%,0.1%,-12%,-13%,1%,
CCN1/C(=C/c2ccc3cc(C)cc(C)c3[n+]2CC)Sc2cc(C)ccc21,x,i,x,x,18µM*,
CCCC(=O)N1CCN(c2ccc(NC(=O)c3ccc(Br)o3)cc2)CC1,2%,8.8%,24%,-14%,0%,
CC(=O)Nc1ccc(Nc2nc(C(F)(F)F)nc3c2nnn3Cc2ccccc2Cl)cc1,9%,2.6%,8%,9%,23%,
CCN1C(=O)C(CC(=O)NC)N(NC(=O)c2ccccc2)C1=S (stereo not drawn),5%,1.1%,-12%,2%,18%,VEEV TC-83 Vero 10K pilot screen=1.4
Cc1ccc(-n2c(SCC(N)=O)nnc2-c2cnccn2)cc1,-5%,0.3%,-18%,2%,x,
COc1cc(C(=O)Nc2ccccc2N2CCOCC2)ccc1OCC(=O)N1CCOCC1,5%,1.0%,-15%,-4%,4%,
CNC(=O)CCc1ccc(OC)cc1,-8%,i,-11%,10%,-3%,
COC(=O)Cc1cc(=O)n2c(nc3ccccc32)[nH]1,-2%,1.2%,-10%,2%,-3%,
CC1(C)O[C@@H]2CC3C4C[C@H](F)C5=CC(=O)C=CC5(C)C4C(O)CC3(C)[C@]2(C(=O)CO)O1 (stereo partly drawn),1%,0.2%,8%,0%,-1%,
CCOc1ccc(/C(C)=N/NC(=O)Cn2nc([N+](=O)[O-])cc2C)cc1,-5%,0.9%,4%,-7%,3%,
CCOC(=O)C1(C(N)=O)OC1(c1ccc(Cl)cc1)c1ccccc1Cl (stereo not drawn),x,1.2%,x,x,0%,
O=C(COc1ccc(Cl)cc1Cl)N1CCCN(C(=O)COc2ccc(Cl)cc2Cl)CC1,1%,0.9%,51%,9%,-1%,
